Rin1-Abl PPI inh = blocks binding of human Rin1 to Abl; inhibition, % at 7.35 µM; TR-FRET Rin1/Abl binding, biochemical; AID 588664; 360,000 tested, 0.4% active; P00519+Q13671; in the data active = inhibition above about 5%, passing the limit was not always enough
CendR NRP1 mod = NRP-1/CendR interaction modulation; AID 602438; FAM-RPARPAR peptide binding to NRP-1, fluorescence polarization; 360,000 tested, 0.85% active; inhibition, % at 25 µM; O14786;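 active = inhibition or corrected inhibition above about 18%, plus a signal ratio from 0.5 to 1.5, limit read from the data, passing the limit was not always enough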; also: strong numbers were not always called active
Target sequence (O14786 whole entry, looked up): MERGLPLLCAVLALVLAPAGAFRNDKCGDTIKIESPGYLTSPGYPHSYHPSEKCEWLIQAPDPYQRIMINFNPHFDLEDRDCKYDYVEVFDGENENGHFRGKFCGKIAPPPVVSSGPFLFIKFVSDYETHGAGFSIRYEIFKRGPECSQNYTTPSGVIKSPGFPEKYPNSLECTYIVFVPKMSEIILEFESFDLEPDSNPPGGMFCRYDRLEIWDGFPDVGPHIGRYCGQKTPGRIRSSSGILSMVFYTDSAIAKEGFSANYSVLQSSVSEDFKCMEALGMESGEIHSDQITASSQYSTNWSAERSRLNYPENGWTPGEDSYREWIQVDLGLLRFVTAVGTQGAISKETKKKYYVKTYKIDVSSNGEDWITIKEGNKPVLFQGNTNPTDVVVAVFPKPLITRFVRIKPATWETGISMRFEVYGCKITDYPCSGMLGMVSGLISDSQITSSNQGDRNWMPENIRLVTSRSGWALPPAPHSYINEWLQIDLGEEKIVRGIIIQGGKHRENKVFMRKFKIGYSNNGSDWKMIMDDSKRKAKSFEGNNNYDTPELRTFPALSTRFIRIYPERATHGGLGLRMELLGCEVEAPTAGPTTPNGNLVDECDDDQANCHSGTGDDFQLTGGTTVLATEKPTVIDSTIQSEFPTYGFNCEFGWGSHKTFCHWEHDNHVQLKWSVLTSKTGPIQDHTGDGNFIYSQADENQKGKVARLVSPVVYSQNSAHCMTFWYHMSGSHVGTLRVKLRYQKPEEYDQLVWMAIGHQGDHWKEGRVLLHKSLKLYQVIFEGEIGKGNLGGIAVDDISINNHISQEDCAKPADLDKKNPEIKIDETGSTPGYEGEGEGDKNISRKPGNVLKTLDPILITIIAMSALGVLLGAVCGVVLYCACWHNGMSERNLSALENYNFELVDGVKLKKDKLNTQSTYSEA
PABP1 MLLE inh = blocks PAM2 peptide binding to the PABP1 MLLE domain; 360,000 tested, 0.36% active; P11940; GST-MLLE / FITC-PAM2 fluorescence polarization; inhibition, % at 20 µM; in the data active = inhibition above about 35%, passing the limit was not always enough;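 also: plate controls were DMSO wells with GST-MLLE for no effect and wells lacking GST-MLLE protein for full effect; some results filed as inactive read as strong as hits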
MsrA act = activators of bovine methionine sulfoxide reductase A. purified bovine MsrA, absorbance read-out. activation, % at 10.6 µM. 360,000 tested, 0.3% active; in the data active = activation above about 7.5%;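 also: 0% = vehicle and 100% = reference activator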
E coli Lon inh = inhibitors of E. coli Lon protease; P0A9M0; purified E. coli Lon protease, fluorescence polarization; inhibition, % at 7.94 µM; 360,000 tested, 0.42% active; AID 602123; in the data active = inhibition above about 13%, passing the limit was not always enough;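 also: 0% = enzyme with probe and DMSO and 100% = no enzyme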
SKN-1 block = inhibitors of C. elegans SKN-1; C. elegans VP596 Pgst-4::GFP/RFP ratio, acrylamide-induced, 24 h; inhibition, % at 21.8 µM; 360,000 tested, 0.49% active; AID 624304;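 active = interference check ratio from 0.5 to 1.5 plus GFP to RFP signal ratio inhibition reaching or exceeding a fixed threshold, cut at about 30% in these data, passing the limit was not always enough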; also: some compounds called inactive have numbers as strong as hits
Neddyl block = inhibitors of human cullin neddylation; P61081+Q13564; 360,000 tested, 0.58% active; TR-FRET cullin neddylation, biochemical; calls only at 25 µM; AID 651699; in the data active = inhibition above about 36%
FAS TE block = inhibitors of human fatty acid synthase thioesterase domain | recombinant FAS-TE, OMFH fluorogenic substrate, fluorescence endpoint | inhibition, % at 15 µM | 360,000 tested, 0.67% active | AID 602261;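 active = compounds whose normalised, plate-corrected inhibition of enzyme fluorescence in the single-dose primary screen is 50% or more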;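 also: 0% = DMSO with enzyme and 100% = substrate without enzyme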
MT1-MMP act inh = inhibitors of human MT1-MMP activation | P50281 | HT1080 RFP-PRO-GFP cells, GFP/RFP ratio fluorescence, overnight; percent of plate control window, DMSO zero | GFP/RFP ratio change, % at 20 µM | 360,000 tested, 0.061% active | AID 651647;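 active = GFP/RFP ratio change of at least 30% with cell ATP level not reduced by more than half and red fluorescence within 50% of control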; also: strong numbers were not always called active
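Material – HT1080 RFP-PRO-GFP cells · Control set – DMSO wells and RFP-L50D-GFP cells · Incubation – overnight cell settling, then overnight compound exposure, 37 °C, 5% CO2 · Compound dosing – single-point 20 µM compound, 1% DMSO · Read-out – GFP/RFP fluorescence ratio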
* marks the source's active call; other numbers are inactive results; i = inactive; . = not tested or not shown.

SMILES	Rin1-Abl PPI inh	CendR NRP1 mod	PABP1 MLLE inh	MsrA act	E coli Lon inh	SKN-1 block	Neddyl block	FAS TE block	MT1-MMP act inh
CC(C)(C)C(=O)NC1CCN(S(=O)(=O)c2cccc(C(F)(F)F)c2)CC1	4	6	-1	-9	-2	13	i	-4	-6
CC(NC(=O)CN1CCN(S(=O)(=O)c2ccc(Br)cc2)CC1)c1ccccc1 (centres undefined)	-3	-5	11	-1	2	-2	i	7	3
CSc1ccccc1NC(=O)Nc1cccc2ccccc12	-2	4	7	-3	-1	14	i	-13	-2
O=S1(=O)CC(N2CCN(c3ccccn3)CC2)CN1Cc1ccc(F)cc1 (centres undefined)	1	10	14	-2	-1	2	i	1	8
O=C(Nc1ccccn1)C1CCN(C(=O)c2ccc(F)cc2)CC1	3	1	8	-4	-10	0	i	-8	9
O=C(Nc1cccnc1)c1cc2nc(C3CC3)cc(C(F)(F)F)n2n1	0	-11	-1	-5	2	-3	i	-7	-1
CCCCCN(C(=O)NC(=O)Nc1ccc(C)cc1C)S(C)(=O)=O	3	-9	8	-3	1	6	i	1	-3
CCC(C(=O)NC1CCCC1)N(C(=O)Cn1nnc(-c2ccc(C)o2)n1)c1ccc(OC)cc1 (centres undefined)	1	4	3	-6	11	-3	i	-1	-3
CS(=O)(=O)N1CCN(c2cnn(-c3ccccc3)c(=O)c2Cl)CC1	0	8	2	-3	0	4	i	-2	-1
Cc1cc(C(=O)CCl)c(C)n1CCc1ccc(Cl)cc1	0	-6	-17	-5	-1	3	i	18	-13
CCOc1ccc(/C=N/NC(=O)c2nnn(-c3nonc3N)c2COc2ccc(F)cc2)cc1	0	-10	-10	-6	-1	-9	.	1	2
COc1ccc2nc(NC(=S)NC(=O)c3ccco3)sc2c1	-2	1	34	-2	-6	2	i	2	4
C/C(=N\OCC(=O)Nc1ccccc1Br)c1cccs1	-5	2	-6	-2	2	-1	i	11	1
CCN1C(=O)[C@H]2[C@@H](c3ccc(-c4cc(C(C)=O)cs4)cc3)N[C@@](Cc3ccccc3)(C(=O)OC)[C@H]2C1=O	3	0	3	-3	-13	13	i	-2	-4
COc1cccc(CNC(=O)CN2CCC(c3nc4ccc(C)cc4[nH]3)CC2)c1	1	10	0	-3	-19	-14	i	-6	1
CC(C)C(=O)Nc1nc2c(ncn2C2CC(O)C(CO)O2)c(=O)[nH]1 (centres undefined)	2	8	-8	-7	0	1	i	-8	14
CCCCn1c(N)c(N(CC)C(=O)c2ccccc2F)c(=O)[nH]c1=O	0	6	0	-1	5	-7	i	-6	1
CCC(C(=O)NC1CCCC1)N(Cc1ccco1)C(=O)Cn1nnc(-c2ccc(C)cc2)n1 (centres undefined)	-1	8	-6	-3	-4	-4	i	16	-6
CC1=CC(C)C2C(=O)N(c3ccccc3)C(=O)C2C1 (centres undefined)	2	-1	-7	-5	-4	-7	i	-11	-3
O=C(Nc1nc(-c2cc(Cl)sc2Cl)cs1)c1ccccc1	1	-4	10	1	3	18	i	22	-10
Cc1sc2nc(CSCC(=O)Nc3c(Cl)cccc3Cl)[nH]c(=O)c2c1C	-1	-78	-99	-2	-33	12	i	-12	-7
CC(=O)Nc1cccc(NC(=O)CSc2nnnn2Cc2ccccc2)c1	-2	7	-6	-3	5	-1	i	-2	3
Cc1nc2sccn2c(=O)c1S(=O)(=O)Nc1ccc(N2CCN(C(=O)C(C)C)CC2)cc1	-2	8	16	-8	10	5	i	-1	2
CCOC(=O)C1=C(C)Nc2nc3ccccc3n2C1c1cccs1 (centres undefined)	-4	-1	14	-4	7	10	i	-6	4
O=C(Nc1ccccc1OC(=O)c1ccccc1)c1ccccc1	3	-47	-5	0	-13	2	i	0	12
O=C(Cc1ccccc1)Nc1cccc(N2C(=O)C=CC2=O)c1	-1	-6	11	-11	-5	-3	i	5	2
Clc1ccc(Nc2ncn[nH]2)cc1	-5	21	-10	0	-13	11	i	-10	-1
CC(C)(C)c1ccc(Oc2ccc(N)cc2)cc1	0	-2	-8	1	-3	10	i	15	-18
CSc1nnc(N2C(=O)C(O)=C(C(=O)c3ccco3)C2c2ccccc2F)s1 (centres undefined)	-6	-8	1	-6	-1	-1	i	-6	-54
CC(=O)c1cc2c(cc1NC(=O)C1CN(C(C)=O)c3ccccc3O1)OCO2 (centres undefined)	1	-4	-6	0	6	20	i	-1	1
Fc1cccc(Cl)c1CSc1nnc(COc2cccc3cccnc23)o1	0	-11	4	-1	2	7	i	12	2
Cc1cc(O)c(-c2cc(C(=O)NCCc3ccc(S(N)(=O)=O)cc3)[nH]n2)cc1C	2	-8	-13	-4	-10	-5	i	2	3
NC(=O)CSc1nnc(-c2ccc3c(c2)OCO3)o1	1	-8	12	-9	-3	-4	i	-7	-3
COc1ccc(C2=NOC(COc3ccc4c(C)cc(=O)oc4c3)C2)c(OC)c1 (centres undefined)	-3	2	16	-2	-3	-4	i	26	-4
CC(Sc1nc2ccccc2c(=O)[nH]1)C(=O)O (centres undefined)	0	1	-9	-1	6	3	i	-4	3
CCCCC(=O)Nc1ccc(C(=O)NNC(=O)c2ccco2)cc1	0	-5	3	-12	-8	-3	i	-5	-3
Cc1ccc(C)c(S(=O)(=O)N2CCN(C(=O)c3ccnn3C)CC2)c1	-1	-9	-11	-2	-5	7	i	2	-4
CN(CC(=O)Nc1ccccc1N1CCOCC1)S(=O)(=O)c1ccc(Cl)cc1	4	7	3	8.0*	2	9	i	17	-3
COCCN1C[C@@H](CO)O[C@@H](n2cnc3c(N4CCN(c5ccccc5)CC4)ncnc32)C1	-1	-10	-1	-2	-4	11	i	1	0
CCOC(=O)n1c(=O)n(Cc2ccccc2C)c2ccccc21	3	-1	-7	-9	-3	8	i	1	1
O=C(CSCC(=O)N1CCOCC1)Nc1nc(-c2ccccc2)cs1	-2	9	2	-10	0	-2	i	-1	2
CCOC(=O)c1c(N)nn(C(=O)CC)c1-c1ccccc1	0	6	-5	-2	-3	6	i	2	3
COCCN(CCOc1cc(C)cc(C)c1)Cc1ccc(Cl)cc1	2	4	1	-3	-7	-10	i	17	-7
CC(=O)Nc1cccc(-c2ccnc3c2CC(C)(C(=O)NCC2CC2)O3)c1 (centres undefined)	2	-2	6	-6	47*	5	i	-3	-2
CN(C)CCNc1ncnc2c1ncn2[C@H]1CN(Cc2ccc(Cl)cc2)C[C@@H](CO)O1	0	0	-6	-1	-10	11	i	-3	0
Cc1csc(SCC(=O)N(C)CC(=O)Nc2ccccc2Cl)n1	-2	13	3	-3	-6	3	i	-6	3
COc1ccccc1C(=O)COC(=O)c1ccc(-n2cnnn2)cc1	-1	-8	1	-4	-11	-16	i	5	-2
O=C(Nc1ccc2c(c1)OCCO2)c1c[nH]c(=O)n(-c2ccc(F)c(Cl)c2)c1=O	2	-3	0	-5	-4	-7	i	-4	5
O=c1sc(N2CCN(c3ccccc3F)CC2)nc2ccsc12	-1	-6	6	-1	-10	-12	i	19	1
Cc1ccc(C(=O)NN=CC(=O)c2ccccc2)c(C)c1	3	10	10	-5	-7	-10	i	1	0
CC(=O)Nc1ccc(S(=O)(=O)NCC2CCC(C(=O)N3CCCCC3)CC2)cc1 (centres undefined)	1	5	6	-5	-2	-15	i	-6	0
O=C(NNC(=S)NCC1CCCO1)c1ccc(S(=O)(=O)N2CCOCC2)cc1 (centres undefined)	1	-4	1	-5	-1	6	i	-6	0
CSc1snnc1-c1ccccc1	4	10	9	-8	0	4	i	-1	2
Cc1ccccc1Nc1ncnc(N)n1	-1	14	9	-2	-8	3	i	0	2
CC1CCN(c2nc3ccc(C(=O)N4CCN(Cc5ccccc5)CC4)cc3s2)CC1	3	-6	-13	-2	1	1	i	24	-2
S=C(NCCc1ccccc1)N1CCOCC1	2	4	-130	-5	3	-10	i	-5	-2
O=C(Cn1nnc2ccccc2c1=O)NCC1CCC(C(=O)O)CC1 (centres undefined)	0	0	-4	-3	-2	11	i	-2	0
CC(C)C(=O)Nc1nnc(-c2ccco2)s1	-1	3	-6	-2	-5	13	i	-6	1
CCOc1ccc(N=Cc2c(O)c3ccccc3oc2=O)cc1	2	-3	10	-2	2	10	i	-4	-4
CC12CS(=O)(=O)CC1SC(=S)N2Cc1ccccc1 (centres undefined)	2	-1	-2	-14	-8	7	i	-3	2

The list continues:
SMILES	Rin1-Abl PPI inh	CendR NRP1 mod	PABP1 MLLE inh	MsrA act	E coli Lon inh	SKN-1 block	Neddyl block	FAS TE block	MT1-MMP act inh
CCOc1ccccc1NC(=O)COn1nnc2ccc(Cl)cc21	-1	8	13	-3	-7	16	i	9	-6
C/C(CC(=O)Nc1ccc(Cl)cc1Cl)=N\NC(N)=S	-1	-6	8	-4	-2	-20	i	-4	-3
O=C1Nc2cc(Cl)c(Cl)cc2N(O)N1c1cccc(Cl)c1	3	8	-13	0	0	13	i	36	7
CC(C)(C)NS(=O)(=O)c1ccc(NC(=O)c2cc(-c3ccccc3)nc3ccccc23)cc1	-2	-3	-4	-9	0	-2	i	21	-1
O=C(c1cccs1)N1C(=O)c2cccc3cccc1c23	-4	3	11	0	11	-1	i	16	4
O=C1CCCS(=O)(=O)c2ccccc21	0	-1	-5	-9	-5	6	i	-6	-5
C[C@H]1CNC(=O)c2c(C(=O)NC3CCN(C(=O)OC(C)(C)C)CC3)ncn21	6	7	1	-6	-7	17	i	-8	4
O=c1c2ccccc2nc2n1CCC2O (centres undefined)	2	5	5	2	-11	10	i	-4	3
O=C(NCCCCCCNC(=O)C1CCCC1)C1CCCC1	-2	7	-1	-2	4	-9	i	-3	-7
O=C(C(Cc1ccccc1)n1cccc1)N1CCN(c2cccc(Cl)c2)CC1 (centres undefined)	0	14	-5	-1	-2	1	i	29	-5
Cc1ccc2oc(=O)c3cnn(CC(=O)NCCCOC(C)C)c3c2c1	-3	-8	1	0	6	8	i	2	4
CC1(C(=O)Nc2ccc(S(=O)(=O)Nc3ncccn3)cc2)CCCC1	-2	-3	-7	-1	-1	5	i	-2	3
CC(C)c1ccc(NC(=O)C2C3C=CC(CC3)C2C(=O)O)cc1 (centres undefined)	-3	-3	-23	-3	0	20	i	-2	4
Nc1sc(-c2ccccc2)n[n+]1Cc1cccc2cccnc12	-5	14	16	-3	0	-6	i	-143	-1
CCOc1ccc2nc(NC(=O)C3CCCN(S(=O)(=O)c4cccc5nonc45)C3)sc2c1 (centres undefined)	1	-5	2	-3	-2	5	i	49	-20
Cc1occc1-c1nnc(SCc2nnc(-c3ccc(Cl)cc3)o2)n1C	1	-8	-7	-2	2	23	i	3	1
O=C(NCCN1CCc2ccccc2C1)C1CCN(S(=O)(=O)N2CCCCC2)CC1	3	4	-5	-14	-4	3	i	-8	-3
COc1ccc(CN2C(=O)C(Cc3ccccc3)Nc3ncnc(N4CCCCC4)c32)cc1 (centres undefined)	2	-13	-37	-4	-13	7	i	-1	-6
COc1ccccc1/C=C\C=N\NC(=O)CCn1nnc2ccccc21	-7	3	-4	-11	-3	7	i	3	1

Records listed so far that bear a hit mark in MsrA act.
compound | Rin1-Abl PPI inh | CendR NRP1 mod | PABP1 MLLE inh | MsrA act | E coli Lon inh | SKN-1 block | Neddyl block | MT1-MMP act inh
CN(CC(=O)Nc1ccccc1N1CCOCC1)S(=O)(=O)c1ccc(Cl)cc1 | 4 | 7 | 3 | 8.0* | 2 | 9 | i | -3

Whole records, quoted from the list. Order of values: Rin1-Abl PPI inh	CendR NRP1 mod	PABP1 MLLE inh	MsrA act	E coli Lon inh	SKN-1 block	Neddyl block	FAS TE block	MT1-MMP act inh
Results for Cc1occc1-c1nnc(SCc2nnc(-c3ccc(Cl)cc3)o2)n1C : 1	-8	-7	-2	2	23	i	3	1
Results for CC(C)C(=O)Nc1nc2c(ncn2C2CC(O)C(CO)O2)c(=O)[nH]1 (centres undefined) : 2	8	-8	-7	0	1	i	-8	14
Results for O=C(Nc1ccccc1OC(=O)c1ccccc1)c1ccccc1 : 3	-47	-5	0	-13	2	i	0	12

Bioassay records as filed in PubChem BioAssay.
